aGal spleen mod = inhibits or activates alpha-galactosidase in human spleen homogenate; P06280; 240,000 tested, 0.008% active; human spleen homogenate, 4MU-alpha-Gal fluorescence, 40 min; Potency, µM (doses to about 80 µM), inactives show top-dose activity change, negative = inhibition, hits mostly inhibitors;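 also: potency is read from the fitted curve at half-maximal effect; 0% = enzyme with vehicle and -100% = no enzyme basal signal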
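Spleen homogenate 1 ug + cpd (titration) + 4-MU-alpha-D-galactopyranoside 1 mM; 37C 40 min; 50 mM citrate/phosphate pH 5.0, 0.01% Tween-20; stop pH 10; fluorescence 365/440; AC50 via Hill.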
Epigenetic derep = derepresses silenced GFP reporter in murine cells; murine LDR cells, GFP reporter derepression, 30 h; Potency, µM (titrated, usually from 53.9 µM), for inactives: top-dose GFP activation, actives largely listed as activators; 280,000 tested, 0.2% active; AID 1865; also: potency is read from the fitted curve at half-maximal effect; % of control where 0% means no effect; nearly all actives have a fitted effect of over 60% in size
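Murine LDR cells carrying a silenced, genomically integrated CMV-driven GFP reporter were exposed to compound for 30 hours at 37 C. After PBS washes, GFP-positive cells (20–120 um objects) were counted by laser-scanning microplate cytometry.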
Tau FP inhib = inhibitors of human tau fibril formation | P10636 | K18 P301L tau heparin fibrillization, Alexa594 FP, 6 h | Potency, µM (series often up to 57.7 µM), inactives show at the highest dose activity, negative = inhibition, actives largely listed as inhibitors | 280,000 tested, 0.39% active; also: potency is read from the fitted curve at half-maximal effect; % is scaled to controls: 0 for no effect and ±100 for the full control effect; nearly all actives have a fitted effect of over 55% in size
Target sequence (P10636 561-689 P618L limits assumed): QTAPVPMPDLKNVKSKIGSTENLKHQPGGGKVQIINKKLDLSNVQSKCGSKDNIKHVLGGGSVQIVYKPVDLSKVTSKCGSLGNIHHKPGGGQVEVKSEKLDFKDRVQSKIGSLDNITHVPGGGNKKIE
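FP of Alexa 594-tau after heparin (20 uM) induction. Substrate: human K18 P301L, 15 uM unlabeled, 0.24 uM labeled. Buffer 100 mM sodium acetate pH 7. 6 hr, 37 C.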
TexasRed fluor = Texas Red fluorescence interference in TRb-SRC2 counter-screen. TRb/SRC2 Texas Red total fluorescence interference. Potency, µM (doses to about 106 µM), without a hit: at the highest dose fluorescence change, negative = quenching. 280,000 tested, 0.29% active. AID 1479; active = well fitted curve in either direction with a large enough effect; inconclusive = small, poorly fitted or top-dose-only effect; also: potency is read from the fitted curve at half-maximal effect; % is scaled to controls: 0 for no effect and ±100 for the full control effect
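Human TRβ ligand-binding domain (0.6 uM) and Texas Red SRC2 peptide (20 nM) in Tris buffer with 1 uM T3 and 5% DMSO were incubated with pinned compound for 5 hr at ambient temperature. Total fluorescence was computed as S + 2P (555/632 nm).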
Tau fluor cs = counter-screen for tau fibril formation inhibitors; tau K18 P301L Alexa594 fluorescence, heparin fibrillization; 280,000 tested, 0.93% active; Potency, µM (titrated, usually from 57.7 µM), for the others: at the highest dose activity change, negative = decrease; also: potency is read from the fitted curve at half-maximal effect; % is scaled to controls: 0 for no effect and ±100 for the full control effect; nearly all actives have a fitted effect of over 55% in size
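Human tau K18 P301L (15 uM unlabeled, 0.24 uM Alexa 594-labeled) in 100 mM sodium acetate pH 7 with 20 uM heparin, 6 hr at 37 C. ThT 30 uM added, 1 hr ambient; Alexa 594 FP and total fluorescence read at 555/632 nm.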
NPSR antagonist = neuropeptide S receptor (human) antagonism, cAMP | Q6W5P4 | CHO-NPSR cells, cAMP TR-FRET, antagonist mode | Potency, µM (series often up to 38.3 µM), for the others: top-dose activity change, negative = inhibition, actives largely listed as inhibitors | 220,000 tested, 1% active | AID 1461; also: potency is read from the fitted curve at half-maximal effect; % is scaled to controls: 0 for no effect and ±100 for the full control effect; nearly all actives have a fitted effect of over 50% in size; many of its hits are not listed in these tables
Target sequence (Q6W5P4 whole entry, looked up): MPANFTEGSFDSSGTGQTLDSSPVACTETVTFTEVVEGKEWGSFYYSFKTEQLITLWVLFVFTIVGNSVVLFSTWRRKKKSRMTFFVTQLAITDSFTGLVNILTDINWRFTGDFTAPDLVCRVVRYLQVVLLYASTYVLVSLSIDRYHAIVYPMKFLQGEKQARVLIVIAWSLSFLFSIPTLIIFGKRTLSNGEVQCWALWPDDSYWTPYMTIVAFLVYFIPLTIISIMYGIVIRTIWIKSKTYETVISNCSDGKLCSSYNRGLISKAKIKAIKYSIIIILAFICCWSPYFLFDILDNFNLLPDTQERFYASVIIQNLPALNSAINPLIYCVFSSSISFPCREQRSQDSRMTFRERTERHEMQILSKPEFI
TRb-SRC2 inh = inhibitors of human thyroid hormone receptor beta-SRC2 interaction; AID 1469; P10828; TRbeta-SRC2 peptide binding, fluorescence polarization; receptor liganded with 1 µM T3; Potency, µM (titrated, usually from 106 µM), for the others: at the highest dose activity change, negative = inhibition, actives largely listed as inhibitors; 280,000 tested, 0.065% active;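 also: potency is read from the fitted curve at half-maximal effect; plate controls were bound peptide for no effect and peptide without receptor for full effect; nearly all actives have a fitted effect of over 50% in size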
Target sequence (P10828 whole entry, looked up): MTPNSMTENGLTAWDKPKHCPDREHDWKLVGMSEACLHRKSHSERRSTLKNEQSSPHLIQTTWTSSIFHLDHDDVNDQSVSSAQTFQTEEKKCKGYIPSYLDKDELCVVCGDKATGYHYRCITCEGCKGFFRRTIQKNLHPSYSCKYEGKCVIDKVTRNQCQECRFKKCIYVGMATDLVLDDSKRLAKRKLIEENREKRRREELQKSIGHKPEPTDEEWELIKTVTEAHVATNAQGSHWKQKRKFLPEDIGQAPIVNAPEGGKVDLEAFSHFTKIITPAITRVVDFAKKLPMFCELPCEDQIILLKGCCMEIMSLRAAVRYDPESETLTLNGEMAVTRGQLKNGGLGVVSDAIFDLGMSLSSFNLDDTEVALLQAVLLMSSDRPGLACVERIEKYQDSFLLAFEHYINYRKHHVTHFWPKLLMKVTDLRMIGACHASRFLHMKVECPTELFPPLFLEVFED
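Polarization signal, normalized between peptide-alone and full complex controls, measured compound effects on T3-liganded human TRb LBD (0.6 uM) binding 20 nM Texas Red SRC2 peptide after 5 hr.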
CBFb RUNX1 block = blocks binding between human CBF-beta and RUNX1 | AlphaScreen CBFb-His/RUNX1-biotin binding, biochemical | Potency, µM (highest dose often 59.8 µM), without a hit: at the top dose activity, negative = inhibition, most hits filed as inhibitors | 230,000 tested, under 10 active; also: % of control where 0% means no effect
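Compounds were screened at multiple concentrations against a preformed CBF-beta(His)/RUNX1(biotin) complex (30 nM of each) for 15 min at room temperature, followed by 90 min with nickel and streptavidin beads and AlphaScreen reading.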
Active calls of the source: *; ? = inconclusive; nt = no result given; & = joins results of further samples; [ ] = dose if it differs, or a comment. Unless noted, calls follow the shape of the dose curve; as a rule, active = well fitted curve in the direction sought with a large enough effect; inconclusive = small, poorly fitted or top-dose-only effect, or another doubt; inactive = no such curve, though single readings can be large; an effect the other way counts as inactive or inconclusive. These rows are one share of the data (hit frequency here may not be typical).

No.	Molecule	NPSR antagonist	aGal spleen mod	TRb-SRC2 inh	TexasRed fluor	Epigenetic derep	Tau fluor cs	Tau FP inhib	CBFb RUNX1 block
1	Cc1cc(C(=O)NCc2ccccc2)c2c(C)nn(-c3cccc(Cl)c3C)c2n1	nt	nt	3%	4%	2.1%	-10%	-2%	nt
2	CC(C)(C)C1CCC(OC(=O)CCC(=O)Nc2ccccc2)CC1 (stereo unspecified)	-14%[46.1 µM]	1%	4%	-2%	-0.9%	-27%	-5%	?
3	Cc1ccc(NC(=O)c2nc[nH]c2C(=O)NCC(=O)OC(C)(C)C)cc1	9%	-4%	0%	-2%	-1.7%	-9%	-5%	1%
4	COC(=O)c1ccccc1S(=O)(=O)N(Cc1cc2cc3c(cc2[nH]c1=O)OCO3)C1CCCCC1	-17%[46.1 µM]	1%	-1%	2%	4.6%	-15%	5%	13%
5	O=C(Cn1cnc2c(nnn2Cc2ccc(F)cc2)c1=O)OCc1ccccc1	1%	2%	-11%	-2%	-1.0%	-9%	-4%	2%
6	CC(C)(C)NC(=O)CSc1nncn1NCc1c(Cl)cccc1Cl	-9%[46.1 µM]	7%	-7%	-7%	0.8%	-5%	?	-6%
7	Cc1cccc(OCC(=O)Nc2ccc(C(=O)c3ccc(C(=O)O)cc3)cc2)c1	-40%	4%	5%	-1%	-1.0%	-6%	6%	3%
8	COCc1nc(-c2ccc(-c3ccc(C)cc3)nc2OC)no1	-24%[46.1 µM]	3%	2%	1%	-2.5%	-16%	0%	16%
9	Cc1nc2ccccc2cc1C(=O)NCc1ccco1	-11%[46.1 µM]	-4%	-13%	-1%	-0.7%	-5%	-8%	3%
10	CCCc1nc2scc(-c3ccc(C)cc3)c2c(=O)n1N	10%[46.1 µM]	7%	-6%	-4%	2.7%	-16%	-4%	12%
11	Cc1ccc(-n2c(SCC(=O)Nc3ccc(C(=O)O)cc3)nnc2-c2ccncc2)cc1	5%	4%	6%	1%	0.1%	-4%	-12%	12%
12	Nc1cccc(O)c1	nt	4%	-5%	-2%	nt	nt	nt	?
13	O=c1c2c(nc3nc(NCc4cccc5ccccc45)[nH]n13)CCC2	5%	9%	-6%	0%	0.2%	-1%	3%	-2%
14	C=CCSc1nnc(Cc2cc(=O)[nH]c(=O)[nH]2)n1-c1cc(C)ccc1C	-8%[46.1 µM]	-3%	-12%	0%	-0.1%	-3%	-4%	7%
15	CCc1cc(C(=O)Nc2ccc(C)cc2Br)cs1	-11%[46.1 µM]	-1%	0%	-4%	-0.8%	-13%	0%	?
16	COc1ccccc1NC(=O)COC(=O)c1cnc(C)cn1	4%	10%	2%	2%	5.1%	-2%	2%	1%
17	CCCCC(CC)CNC(=O)CCCCn1c(=O)[nH]c2ccsc2c1=O (stereo unspecified)	-18%	2%	7%&-1%	1%&1%	-2.9%&-1.2%	-4%&-22%	0%&-7%	14%
18	CN(C1CCCCC1)S(=O)(=O)c1ccc2c(c1)c(=O)c(C(=O)N1CCN(c3ccccc3F)CC1)cn2C	nt	nt	-2%	0%	4.2%	-9%	-9%	nt
19	COc1cc(C(=O)O/N=C2/C=CC(=O)C(C)=C2C)cc(OC)c1OC	6%[46.1 µM]	4%	7%	-1%	6.2%	-11%	-5%	6%
20	CCOC(=O)c1c(S(=O)(=O)N2CCC(C(=O)N3CCN(c4cccc(C)c4C)CC3)CC2)c(C)n(C)c1C	nt	nt	-4%	-16%	1.3%	7%	3%	nt
21	Cc1ccc(-c2nc(N)sc2CC(=O)OCC(=O)NCCC(C)C)cc1	-5%	4%	-5%	-1%	-0.4%	-14%	-1%	-6%
22	Cc1[nH]c2ccccc2c1/C=N/Nc1nc2ccccc2[nH]1	?	9%	2%	0%	-2.6%	?	-5%	2%
23	O=C(Nc1ccc(N2CCOCC2)c(Cl)c1)c1ncn[nH]1	-3%[46.1 µM]	4%	1%	-1%	2.7%	-12%	-7%	-9%
24	Cc1cc(=O)oc2cc(OCC(=O)OCC(=O)NCc3ccc4c(c3)OCO4)ccc12	-20%[46.1 µM]	6%	-9%	0%	-5.8%	2%	-2%	4%
25	Cn1nnnc1SCC(=O)NC(=O)c1cccc([N+](=O)[O-])c1	13%	4%	2%	4%	-1.1%	5%	4%	6%
26	O=P(O)(O)C(O)C(F)(F)C(F)(F)C(F)(F)C(F)F (stereo unspecified)	-8%[46.1 µM]	7%	-15%	-9%	-1.1%	10%	5%	-2%
27	COCCNC(=S)Nc1cc(OC)c(OC)cc1C#N	-11%	10%	1%	-2%	4.7%[10.1 µM]	-6%	2%	1%
28	Cc1nnc(SCc2ccccc2)n1N	-7%[46.1 µM]	10%	-23%	1%	-3.2%	13%	6%	-1%
29	O=C(COC(=O)Cc1ccsc1)NCc1ccccc1	17%	2%	-3%	6%	3.2%	-7%	14%	-6%
30	CN(C)/C=N/c1cc(=O)n(C)c(=O)n1Cc1ccccc1	12%	-9%&-4%	6%&3%	-3%&0%	0.4%&0.6%	-13%&3%	-10%&6%	5%
31	O=C(CN1CCN(C(=O)c2cccc(F)c2)CC1)NC1CCCCC1	-12%[46.1 µM]	-3%	7%	3%	1.0%	3%	2%	6%
32	CCOC(=O)C1CCCN(Cc2cc(Br)ccc2OC)C1 (stereo unspecified)	-8%[46.1 µM]	11%	-7%	1%	0.0%	3%	4%	4%
33	O=S(=O)(N1CCCCC1)N1CCN(c2ccc(F)cc2)CC1	-7%[46.1 µM]	1%	-2%	0%	0.0%	-4%	4%	-2%
34	Fc1ccc(NCc2nc3ccccc3n2CCOc2ccccc2Cl)cc1	nt	nt	-2%	-4%	14%	?	-1%	nt
35	CCCOc1ccc(-c2cn3ccccc3n2)cc1	-17%	4%	-4%	-1%	4.7%	-8%	-1%	-2%
36	CCn1c(Cc2ccccc2)nnc1SCC(=O)Nc1ccccc1N1CCOCC1	-28%[46.1 µM]	-8%	-6%	-5%	13%	-12%	-1%	7%
37	Cc1cc(Sc2nnc(N)s2)c2ccccc2n1	?	1%	5%	-1%	-3.7%	2%	-1%	-1%
38	COc1cc(/C=C2\SC(c3ccc(C)cc3)=NC2=O)ccc1O	-20%[46.1 µM]	4%	-2%	-6%	0.0%	?	?	0%
39	Cc1nc2ccccc2n1C(=O)c1ccc(Cl)cc1[N+](=O)[O-]	19%	5%	-11%	0%	-1.5%	4%	-7%	7%
40	COC(=O)Nc1nc2ccc(C(=O)c3cccs3)cc2[nH]1	?	-3%	6%	-3%	2.3%	?	1%&-15%&5%&3%&-3%	?
41	O=C(COC(=O)c1cccc2ccccc12)NCC1CCCO1 (stereo unspecified)	5%	2%	-3%	1%	-0.1%	-11%	-4%	5%
42	COC(=O)[C@@H](NC(=O)N1CCC(C)CC1)C(C)C	-12%	-3%	-4%	-1%	-1.3%	-7%	8%	-1%
43	Cc1cc2ncc(S(=O)(=O)C(C)(C)C)c(N)n2n1	2%	6%	-4%	-1%	-0.5%	4%	-10%	4%
44	COC(=O)c1ccc(-c2cc(C(=O)O)c3cc4c(cc3n2)OCCO4)cc1	-9%[46.1 µM]	?	3%	-5%	0.0%	-17%	-4%	8%
45	Cn1cc(CNCc2ccc(-n3cccn3)cc2)c(-c2ccccc2F)n1	9%	11%	7%	0%	-1.9%	-9%	0%	-1%
46	C[N+]1(C2CCC3CCCC2C3O)CCCC1 (stereo unspecified)	17%	-4%	2%	1%	-1.1%	-5%	-5%	2%
47	CC(=O)N(/N=C/c1ccc([N+](=O)[O-])o1)c1nc2ccccc2c(=O)n1-c1ccccc1	-25%	0%	2%	-1%	0.2%	-5%	-5%	13%
48	COc1ccc(CN(C(=O)CN2C(=O)c3ccccc3S2(=O)=O)C(C(=O)NCC2CCCO2)c2ccncc2)cc1 (stereo unspecified)	13%	10%	3%	-5%	0.0%	2%	9%	-5%
49	COc1cc(NC(=S)N2CCN(C)CC2)c(OC)cc1Cl	7%	-5%	0%	-4%	-0.1%	4%	-10%	-2%
50	CC(=O)Nn1cc2c(c1-c1ccccc1)c(=O)n(C)c(=O)n2C	-21%[46.1 µM]	-1%	3%	2%	0.6%	7%	2%	12%
51	CCOC(=O)C1CCCN(C/C(O)=C(\C#N)c2nc(-c3ccc(Cl)cc3)cs2)C1 (stereo unspecified)	?	-27%	6%	-4%	-1.6%	-28%	14%	-10%
52	C#CC(=O)N(c1ccc(OC)c(OC)c1)C(C(=O)NC1CCCC1)c1cccs1 (stereo unspecified)	13µM*	7%	1%	-3%	0.2%	-10%	-7%	-26%
53	CCCn1c(-c2ccc(F)cc2)nc2c(NCCCCN3CCCC3)nc(C)nc21	nt	0%	2%	3%	-1.2%	-15%	-20%	5%
54	Cn1c(=O)c(NC(=O)c2ccccc2)c2n(c1=S)CCCCC2	-9%[46.1 µM]	10%	-15%	0%	0.0%	8%	2%	0%
55	O=C(Cc1ccccc1)N/N=C/C=C/c1cccc([N+](=O)[O-])c1	-22%[46.1 µM]	3%	4%	3%	1.0%	-19%	-10%	4%
56	Cc1sc(-c2ccccn2)nc1OC(=O)c1ccc(Cl)c(Cl)c1	5%[46.1 µM]	7%	-1%	-1%	-0.9%	-8%	-7%	4%
